High-throughput results as filed in PubChem.
HCV inh – qHTS Assay for Inhibitors of Hepatitis C Virus (HCV) | Huh7.5.1 HCVcc-Cre infection, luciferase reporter, 44 h | Potency, µM (doses to about 41.8 µM), inactives show top-dose activity change, negative = inhibition, usual class: inhibitors | hit rate 3.4% among 340,000 | AID 651820, 2012; note: potency is the fitted concentration of half-maximal effect
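1,000 cells/well; 4 h culture; + compound; + HCVcc-Cre (~0.5 moi); 44 h; luciferase substrate, RT 15 min; read 15 sec.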
AmpC inh no detg – qHTS Inhibitors of AmpC Beta-Lactamase (assay without detergent) | hit rate 0.52% among 330,000 | AID 485341, 2010 | AmpC nitrocefin hydrolysis, absorbance 480 nm, 0.0001% Triton | Potency, µM (doses to about 57.1 µM), without a hit: top-dose activity change, negative = inhibition, hits mostly inhibitors;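 note: potency is the fitted concentration of half-maximal effect; plate controls were no compound for no effect and no enzyme for full effect; nearly all actives have a fitted effect of over 20% in size; some results filed as inactive show a strong effect at the top dose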
Target sequence (P00811 whole entry, looked up): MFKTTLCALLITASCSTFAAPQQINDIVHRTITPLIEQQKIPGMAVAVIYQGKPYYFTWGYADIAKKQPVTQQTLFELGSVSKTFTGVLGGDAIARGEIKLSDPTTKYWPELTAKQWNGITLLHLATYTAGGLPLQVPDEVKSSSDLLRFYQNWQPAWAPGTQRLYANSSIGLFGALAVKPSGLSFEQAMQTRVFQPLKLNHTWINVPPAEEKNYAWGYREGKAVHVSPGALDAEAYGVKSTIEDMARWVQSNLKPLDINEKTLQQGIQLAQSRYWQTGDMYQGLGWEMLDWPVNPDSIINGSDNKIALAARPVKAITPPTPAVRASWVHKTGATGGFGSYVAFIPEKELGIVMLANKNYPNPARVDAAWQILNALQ
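AmpC (5.3 nM in the dispensed reagent) in 20 mM phosphate pH 7.0 with 0.01% (detergent screen) or 0.0001% Triton X-100 was preincubated with compounds for 15 min at room temperature. Nitrocefin was then added from an 800 uM solution, and hydrolysis was followed at 480 nm.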
AmpC detergent – qHTS Inhibitors of AmpC Beta-Lactamase (assay with detergent); P00811; AmpC hydrolysis of nitrocefin, absorbance 480 nm, 0.01% Triton; Potency, µM (series often up to 114 µM), for the others: at the highest dose activity change, negative = inhibition, most hits filed as inhibitors; AID 485294, 2010; hit rate 0.041% among 370,000;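 note: potency is the fitted concentration of half-maximal effect; 0% = no-compound wells and -100% = no-enzyme wells; nearly all actives have a fitted effect of over 25% in size; some results filed as inactive show a strong effect at the top dose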
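AmpC (5.3 nM in the dispensed reagent) in 20 mM phosphate pH 7.0 with 0.01% (detergent screen) or 0.0001% Triton X-100 was preincubated with compounds for 15 min at room temperature. Nitrocefin was then added from an 800 uM solution, and hydrolysis was followed at 480 nm.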
Giardia FBPA inh – qHTS Assay for Inhibitors of Fructose-1,6-bisphosphate Aldolase from Giardia Lamblia | Potency, µM (series often up to 59.6 µM), without a hit: at the highest dose activity, negative = inhibition, usual class: inhibitors | AID 2451, 2010 | purified Giardia FBPA | A8B2U2 | hit rate 0.71% among 290,000; note: potency is the fitted concentration of half-maximal effect; nearly all actives have a fitted effect of over 55% in size
Target sequence (A8B2U2 whole entry, looked up): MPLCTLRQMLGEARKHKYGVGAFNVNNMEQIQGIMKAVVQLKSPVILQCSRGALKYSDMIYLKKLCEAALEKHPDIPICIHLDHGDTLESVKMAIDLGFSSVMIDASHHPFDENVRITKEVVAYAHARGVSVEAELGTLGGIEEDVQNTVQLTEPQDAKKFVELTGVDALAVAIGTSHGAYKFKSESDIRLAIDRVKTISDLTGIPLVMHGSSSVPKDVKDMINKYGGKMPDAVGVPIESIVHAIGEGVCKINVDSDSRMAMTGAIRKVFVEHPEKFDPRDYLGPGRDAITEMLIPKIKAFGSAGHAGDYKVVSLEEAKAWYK
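40 nM FBPA preincubated 10 min at RT with compound (up to 57.5 uM final), then substrate plus GAPDH/TPI/NAD/arsenate coupling and diaphorase/resazurin added. Fluorescence read after 20 min at RT, 525/598 nm.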
HCMV inh – qHTS Assay for inhibitors of the human cytomegalovirus (HCMV); hit rate 4.5% among 410,000; activity change, negative = inhibition, % at 57.5 µM; HFF cells, HCMV-luciferase reporter, 72 h; active compounds read low; in the data active = activity change below about -60%; inconclusive = no clear call, values can overlap the other calls; inactive = above about -39%
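After 16 h attachment at 37C, HFF cells received test compound and HCMV-luciferase (1 PFU/cell); reporter luminescence read 72 h later, data normalized against buffer-only and known inhibitor Salinomycin.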
Sm TGR inh – qHTS Assay for the Inhibitors of Schistosoma Mansoni Peroxiredoxins; Schistosoma mansoni thioredoxin glutathione reductase (TGR), Q962Y6; purified TGR, DTNB reduction, TNB absorbance 405 nm; Potency, µM (doses to about 114 µM), inactives show at the highest dose activity change, negative = inhibition, most hits filed as inhibitors; hit rate 3% among 360,000; AID 485364, 2010; note: potency is the fitted concentration of half-maximal effect; nearly all actives have a fitted effect of over 60% in size
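Kinetic colorimetric format: TGR-catalysed, NADPH-driven DTNB reduction monitored via TNB absorbance. Enzyme dispensed at 20 nM; compound exposure 15 min at room temperature before reaction start.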
* = called active by the depositor; ? = inconclusive; . = not tested or not shown; [ ] = dose if it differs, or a comment. Unless noted, calls come from the whole dose curve; as a rule, active = well fitted curve in the direction sought with a large enough effect; inconclusive = small, poorly fitted or top-dose-only effect, or another doubt; inactive = no such curve, though single readings can be large; an effect the other way counts as inactive or inconclusive. Unless noted, % is set by controls: 0 for no effect and ±100 for the full control effect.

[1] O=C1[C@@H]2[C@@H]3C[C@@H]([C@H]4ON=C(c5ccc(Cl)cc5)[C@@H]34)[C@@H]2C(=O)N1C1CCCCC1
[2] CCOC(=O)C1CCN(C(=O)CCC(=O)NNc2nc3ccccc3c3nc(C)nn23)CC1
[3] O=C(O)C1(NS(=O)(=O)c2ccc(F)c(Cl)c2)CCCCC1
[4] O=c1cc(-c2ccccc2)n2c(SCc3ccc(Br)cc3)nnc2[nH]1
[5] Cc1ccc(C(=O)NNC(=O)c2ccncc2)cc1S(=O)(=O)N1CCCCC1
[6] O=C(c1ccncc1)N1CCCC(N2CCN(c3ccc(F)cc3)CC2)C1 (stereo unspecified)
[7] O=C(NCCN1CCOCC1)c1cc(Br)ccc1Cl
[8] Cc1nnc(SCC(=O)N2CCN(c3cccc(Cl)c3)CC2)n1C1CC1

Screen / compound no.	1	2	3	4	5	6	7	8
HCV inh	?	10%	18%	.	?	4%	14%	12%
AmpC inh no detg	-19%	9%	-14%	.	-26%	-3%	-7%	67%[activator]
AmpC detergent	-12%	0%	-1%	-4%	-15%	4%	2%	-16%
Giardia FBPA inh	1%	.	6%	.	.	.	7%	.
HCMV inh	?	-17	11	-25	-16	1	-19	-20
Sm TGR inh	-2%	-7%	0%	4%	-1%	0%	-11%	-1%

In another format: 2 of the compounds above
1	O=C1[C@@H]2[C@@H]3C[C@@H]([C@H]4ON=C(c5ccc(Cl)cc5)[C@@H]34)[C@@H]2C(=O)N1C1CCCCC1
  HCV inh: ?; AmpC inh no detg: -19%; AmpC detergent: -12%; Giardia FBPA inh: 1%; HCMV inh: ?; Sm TGR inh: -2%
3	O=C(O)C1(NS(=O)(=O)c2ccc(F)c(Cl)c2)CCCCC1
  HCV inh: 18%; AmpC inh no detg: -14%; AmpC detergent: -1%; Giardia FBPA inh: 6%; HCMV inh: 11; Sm TGR inh: 0%

Remaining list, next part.
[9] COc1cc(CC2(CCc3ccncc3)C(=O)NC(=O)NC2=O)cc(OC)c1OC
[10] CCOc1ccccc1NC(=O)C1CCCN1C(=O)OCc1ccccc1 (stereo unspecified)
[11] Cc1ccccc1-n1c(=O)c(C#N)cc2c(=O)n3ccccc3nc21
[12] Cc1nnc2sc(-c3ccco3)nn12
[13] O=C(Nc1c2c(nn1-c1ccc(F)cc1)CS(=O)C2)c1ccc(S(=O)(=O)N2CCOCC2)cc1 (stereo unspecified)
[14] O=C(Nc1cccc(C(F)(F)F)c1)c1cccc(NS(=O)(=O)c2ccc(O)c(C(=O)O)c2)c1
[15] Cc1cc(C(=O)CSc2nnc(-c3cccnc3)n2-c2ccccc2F)c(C)n1CC1CCCO1 (stereo unspecified)
[16] Cc1cc(C)n(-c2nc(O)cc(=O)[nH]2)n1

Screen / compound no.	9	10	11	12	13	14	15	16
HCV inh	-1%	?	8%	21%	9%	-1%	-16%	8%
AmpC inh no detg	-8%	-4%	-8%	-11%	20%	-29%	96%[activator]	-18%
AmpC detergent	-3%	-9%	?	-20%	1%	-6%	-11%	0%
Giardia FBPA inh	7%	2%	0%	0%	8%	-4%	-6%	-14%
HCMV inh	-20	-13	-24	4	3	53	2	-6
Sm TGR inh	19%	1%	-3%	10%	6%	-1%	-7%	0%

[17] O=C(O)/C=C/c1ccc2c(-c3ccccc3)onc2c1
[18] COc1ccc2ccc(OCC(=O)NCC3CCCO3)cc2c1 (stereo unspecified)
[19] C#CCNc1nc(C(C)C)nc2c1nnn2Cc1ccccc1F
[20] O=C1CCC(=O)N1CC(=O)N1CCCc2ccccc21
[21] O=C(Nc1nnc(CSCc2ccccc2F)s1)c1cccc([N+](=O)[O-])c1
[22] O=C(/C(C=Nc1ccc(F)cc1)=C(/O)c1ccco1)C(F)(F)F
[23] CC(NC(=O)c1sc2ncccc2c1-n1cccc1)c1ccccc1 (stereo unspecified)
[24] O=C(O)c1[nH]c2ccccc2c1C(c1c(F)cccc1Cl)c1c(C(=O)O)[nH]c2ccccc12

Screen / compound no.	17	18	19	20	21	22	23	24
HCV inh	?	10%	-29%	15%	1%	-20%	.	20%
AmpC inh no detg	-17%	5%	-13%	-11%	-35%	-1%	.	-29%
AmpC detergent	2%	0%	?	?	-11%	1%	1%	?
Giardia FBPA inh	11%	.	-1%	-6%	?	2%	.	?
HCMV inh	10	0	-5	26	?	141	-33	6
Sm TGR inh	?	-10%	0%	0%	-1%	-22%	-1%	-16%

Entries of single compounds from above. Screens in order: HCV inh, AmpC inh no detg, AmpC detergent, Giardia FBPA inh, HCMV inh, Sm TGR inh
Record of COc1ccc2ccc(OCC(=O)NCC3CCCO3)cc2c1 (stereo unspecified) = 10%, 5%, 0%, ., 0, -10%
Record of COc1cc(CC2(CCc3ccncc3)C(=O)NC(=O)NC2=O)cc(OC)c1OC = -1%, -8%, -3%, 7%, -20, 19%
Record of O=C(c1ccncc1)N1CCCC(N2CCN(c3ccc(F)cc3)CC2)C1 (stereo unspecified) = 4%, -3%, 4%, ., 1, 0%

(cont.)
[25] N#C/C(=C\c1ccc(O)cc1)C(=O)NCc1ccccc1
[26] CC(=O)c1ccc(NC(=O)COC(=O)C2CC3C=CC2C3)cc1 (stereo unspecified)
[27] Cc1cc2occ(CC(=O)N(CC(C)C)c3c(N)n(Cc4ccccc4)c(=O)[nH]c3=O)c2cc1C
[28] CCc1ccc(C(=O)COC(=O)C(Cc2ccccc2)NC(=O)c2ccc(Cl)cc2)cc1 (stereo unspecified)
[29] Cc1cc(C)c(S(=O)(=O)N2CCN(c3nc4c(c(=O)n(C)c(=O)n4C)n3C)CC2)c(C)c1
[30] CCn1ccc(C(=O)NCCCN2CCCC2=O)n1
[31] Cc1cc(-c2ccc(C)c(S(=O)(=O)NC(C)Cc3ccco3)c2)on1 (stereo unspecified)
[32] O=C(COC(=O)c1cnccn1)c1ccc2c(c1)CCCC2

Screen / compound no.	25	26	27	28	29	30	31	32
HCV inh	5%	8%	-10%	22%	.	13%	?	6%
AmpC inh no detg	-16%	1%	-22%	-40%	2%	-6%	-35%	21%
AmpC detergent	8%	.	-13%	-1%	-17%	0%	-5%	-5%
Giardia FBPA inh	6%	.	.	1%	4%	.	1%	-9%
HCMV inh	32	-3	-20	-4	.	10	0	-1
Sm TGR inh	-1%	.	1%	5%	-19%	-4%	-7%	-8%

[33] COC(=O)C1(C)NC(c2ccccc2C)C2C(=O)N(c3ccccc3)C(=O)C21 (stereo unspecified)
[34] NC(=O)CCC(=O)N1CCCC(C(=O)c2ccc3c4c(cccc24)CC3)C1 (stereo unspecified)
[35] O=C(OCC(=O)N1CCN(C(=O)c2ccco2)CC1)c1cc(-c2ccc(F)cc2)nc2ccccc12
[36] Cc1ccc(/C(N)=N/OC(=O)c2cccc(F)c2)cc1
[37] O=C(Nc1ccc(F)cc1F)N1CCC(c2nc3ccccc3o2)CC1
[38] COc1ccc(Br)cc1C(=O)NCc1cccnc1
[39] CC1(C)CC[C@]2(C(=O)O[C@@H]3OC(CO)[C@@H](O)[C@H](O)[C@H]3O)CC[C@]3(C)C(=CCC4[C@@]5(C)CC[C@H](O[C@@H]6OC(C(=O)O)[C@@H](O)[C@H](O)[C@H]6O)C(C)(C)C5CC[C@]43C)[C@@H]2C1 (stereo partly specified)
[40] Cc1ccc(N/C=C(/C#N)c2ccsc2)cc1C

Screen / compound no.	33	34	35	36	37	38	39	40
HCV inh	20%	8%	-25%	?	-12%	?	4%	2%
AmpC inh no detg	1%	145%[activator]	139%[activator]	13%	-2%	-1%	193%[activator]	.
AmpC detergent	-1%	-2%	?	3%	4%	0%	.	-2%
Giardia FBPA inh	-4%	-13%	-6%	1%	-1%	4%	.	-26%
HCMV inh	-4	25	85	130	-2	-20	-11	20
Sm TGR inh	4%	8%[57.1 µM]	0%[11.4 µM]	0%	15%	5%	.	-8%

[41] Cc1ccc(S(=O)(=O)N2CCN(CCC#N)CC2)cc1
[42] Cc1ccc(C)c(S(=O)(=O)N2CCCCC2CCNC(=O)C(=O)NCc2ccccn2)c1 (stereo unspecified)
[43] CCc1ccc(NC(=O)CCc2nnc3n(C)c(=O)c4sccc4n23)cc1
[44] CCCCc1nnc(NC(=O)CSCc2cc(=O)n3c(C)csc3n2)s1
[45] CC(=O)CCc1ccc(OC(=O)c2cccnc2)cc1
[46] O=C(c1ccc(Br)cc1)N1CCN(Cc2ccccc2)CC1
[47] CCOC(=O)c1[nH]c(C)c(C(=O)N2CCCC(Nc3ccc(C)c(C)c3)C2)c1C (stereo unspecified)
[48] CC(Oc1ccccc1)C(=O)N1CCN(Cc2cc(=O)n3nc(-c4ccccc4Cl)sc3n2)CC1 (stereo unspecified)

Screen / compound no.	41	42	43	44	45	46	47	48
HCV inh	15%	?	.	7%	-6%	?	-4%	.
AmpC inh no detg	-6%	103%[activator]	.	-12%	2%	39%	97%[activator]	.
AmpC detergent	6%	0%	3%	4%	?	?	3%	3%
Giardia FBPA inh	?	.	.	.	2%	-1%	-6%	.
HCMV inh	?	-38	12	-26	42	35	-27	-3
Sm TGR inh	7%	0%	2%	6%	3%	-27%	-19%	1%

An excerpt of these results, with bars between the fields.
# | SMILES | HCV inh | AmpC inh no detg | AmpC detergent | Giardia FBPA inh | HCMV inh | Sm TGR inh
43 | CCc1ccc(NC(=O)CCc2nnc3n(C)c(=O)c4sccc4n23)cc1 | . | . | 3% | . | 12 | 2%
44 | CCCCc1nnc(NC(=O)CSCc2cc(=O)n3c(C)csc3n2)s1 | 7% | -12% | 4% | . | -26 | 6%
45 | CC(=O)CCc1ccc(OC(=O)c2cccnc2)cc1 | -6% | 2% | ? | 2% | 42 | 3%
46 | O=C(c1ccc(Br)cc1)N1CCN(Cc2ccccc2)CC1 | ? | 39% | ? | -1% | 35 | -27%

More structures.
[49] CCCC(C(=O)N1CCOCC1)N1C(=O)C2C3C=CC(C3)C2C1=O (stereo unspecified)
[50] CCN1C(=O)CC(C(=O)Nc2ccc(OC)cc2)SC1=Nc1ccc(C)c(C)c1 (stereo unspecified)
[51] Cc1cc(C)c(OCC(=O)OCC(=O)NNC(=O)c2ccccc2F)c(C)c1
[52] COC(=O)c1ccc(N2CCN(C)CC2)c(NC(=O)COc2cccc(C)c2)c1
[53] COc1ccc2c(c1)[C@@]13CCC=C[C@H]1[C@@H](C2)NCC3
[54] N=c1c2c(n(Cc3ccc(Cl)c(Cl)c3)c3c1CCC3)CCCC2
[55] Cc1ccc(-c2nnc(SCC(=O)NC3CCCc4ccccc43)n2N)cc1 (stereo unspecified)

Screen / compound no.	49	50	51	52	53	54	55
HCV inh	8%	.	11%	8%	-8%	?	-7%
AmpC inh no detg	1%	.	-10%	-25%	-22%	38%	-5%
AmpC detergent	3%	10%	-2%	2%	?	4%	-12%
Giardia FBPA inh	0%	.	.	-3%	.	1%	9%
HCMV inh	28	-13	-21	-34	28	-86*	39
Sm TGR inh	5%	-2%	4%	62%[activator]	-8%	5%	5%
